Compound activity deposited in PubChem BioAssay by National Center for Advancing Translational Sciences (NCATS).
15-hLO-2 inh – 15-hLO-2 (ALOX15B) enzyme inhibition; O15296; purified 15hLO-2, xylenol orange hydroperoxide absorbance; Potency, µM (highest dose often 57.1 µM), for inactives: at the top dose activity change, negative = inhibition, actives largely listed as inhibitors; hit rate 0.56% among 110,000; AID 881; further: potency means the concentration at half of the fitted maximal effect; nearly all actives have a fitted effect of over 60% in size; many of its hits are not listed in these tables
Target sequence (O15296 whole entry, looked up): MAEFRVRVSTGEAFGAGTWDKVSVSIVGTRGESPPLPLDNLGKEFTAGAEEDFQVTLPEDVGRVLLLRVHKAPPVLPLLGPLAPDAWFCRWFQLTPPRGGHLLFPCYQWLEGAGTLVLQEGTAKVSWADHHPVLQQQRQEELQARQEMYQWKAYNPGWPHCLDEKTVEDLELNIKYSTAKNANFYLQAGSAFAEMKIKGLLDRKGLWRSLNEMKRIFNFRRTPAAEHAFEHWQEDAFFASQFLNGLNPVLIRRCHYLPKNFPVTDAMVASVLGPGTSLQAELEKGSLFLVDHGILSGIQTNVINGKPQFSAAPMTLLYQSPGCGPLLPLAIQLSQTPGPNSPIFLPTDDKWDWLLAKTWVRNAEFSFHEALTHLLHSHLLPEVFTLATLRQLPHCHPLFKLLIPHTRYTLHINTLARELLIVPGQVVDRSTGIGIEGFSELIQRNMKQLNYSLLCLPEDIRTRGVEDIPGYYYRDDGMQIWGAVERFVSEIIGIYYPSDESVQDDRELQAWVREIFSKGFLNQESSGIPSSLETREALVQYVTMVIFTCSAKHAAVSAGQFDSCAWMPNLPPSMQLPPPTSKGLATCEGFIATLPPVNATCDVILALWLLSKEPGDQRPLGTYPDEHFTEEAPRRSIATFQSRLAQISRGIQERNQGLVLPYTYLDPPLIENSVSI
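Screening format was qHTS against 50 nM purified 15hLO-2 in Hepes pH 7.5 with detergent. Activity follows hydroperoxide formation from 45 uM arachidonic acid, measured as 573:405 nm absorbance ratio of the ferric-xylenol orange complex.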
PNC assembly inh – blocks assembly of the perinucleolar compartment; PC3M PTB-GFP, PNC prevalence imaging, 16 h; active compounds read low; activity change (PNC), negative = inhibition, % at 10 µM; hit rate 3.1% among 140,000;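 active means readout at or below -70, meaning at least 70% loss of cells showing the perinucleolar compartment, a nuclear body marking cancer cells; inconclusive means readout between -30 and a set limit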;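 further: plate controls were DMSO wells for no effect and camptothecin positive control wells for full effect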
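Compounds are pinned in duplicate onto adhered PC3M cells stably expressing GFP-tagged PTB and incubated 16 h at 37 C. Cells are then fixed, nuclei stained with Hoechst, and PNC-positive cells counted.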
12-hLO inh – inhibitors of human 12-lipoxygenase (ALOX12); P18054; purified 12-hLO, xylenol orange hydroperoxide absorbance; Potency, µM (doses to about 57.1 µM), for inactives: at the highest dose activity change, negative = inhibition, hits mostly inhibitors; hit rate 0.12% among 150,000; further: potency means the concentration at half of the fitted maximal effect; nearly all actives have a fitted effect of over 55% in size; many of its hits are not listed in these tables
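Purified human 12hLO (150 nM final) was preincubated with compounds for 15 min at room temperature in 25 mM Hepes pH 7.0, 0.01% Triton X-100, then reacted with 40 uM arachidonic acid for 30 min. Hydroperoxide was detected with ferrous iron/xylenol orange.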
IMPase cell inh – cell-permeable inhibitors of inositol monophosphatase (IMPase). CHO-M1 cells, IP1 accumulation, HTRF TR-FRET ratio. inhibition (IP1 accumulation), % at 46.1 µM. 120,000 tested, under 10 active; active means well fitted curve in the direction sought with a large enough effect in the signal ratio, not every such curve was filed as active; inconclusive means small, poorly fitted or top-dose-only effect, or a change in a side signal; inactive means no such curve, though single readings can be large or run the other way; the % refers to the signal ratio;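 further: cells stimulated with carbachol in lithium chloride buffer; plate controls were DMSO basal wells for no effect and reference inhibitor wells for full effect; higher means more IMPase inhibition seen as more IP1 and lower FRET ratio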
Target sequence (P97697 whole entry, looked up): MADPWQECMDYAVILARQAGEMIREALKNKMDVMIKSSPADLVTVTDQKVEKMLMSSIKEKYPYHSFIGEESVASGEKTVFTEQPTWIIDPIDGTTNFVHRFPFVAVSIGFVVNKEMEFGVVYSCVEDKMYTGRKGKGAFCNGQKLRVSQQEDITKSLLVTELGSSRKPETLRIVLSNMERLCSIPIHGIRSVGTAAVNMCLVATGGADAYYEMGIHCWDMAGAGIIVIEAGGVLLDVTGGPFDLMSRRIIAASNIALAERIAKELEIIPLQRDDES
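The IP-One HTRF competitive assay in carbachol-stimulated CHO-M1 cells quantifies cellular IP1. Compounds spanned up to 46 uM final, and activity is expressed as AC50 from concentration-response fits of the ratio and donor data.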
* hit, by the source's call; ? = inconclusive; nt = not tested or not shown; [ ] = dose if it differs, or a comment. Unless noted, the call rests on the fitted dose curve; in most records, active means well fitted curve in the direction sought with a large enough effect; inconclusive means small, poorly fitted or top-dose-only effect, or another doubt; inactive means no such curve, though single readings can be large; an effect the other way counts as inactive or inconclusive. Unless noted, on the % scale 0 is the no-effect control and ±100 the full control effect.

Every second line gives: 15-hLO-2 inh	PNC assembly inh	12-hLO inh	IMPase cell inh
> COCCCNC(=O)c1ccc2c(=O)n(Cc3ccc4c(c3)OCO4)c(=S)[nH]c2c1
  -4%	10	-4%	-4
> Cn1c(CNc2cccc(Cl)c2)nnc1SCC(=O)OC1CCCCC1
  9%	15	-6%	4
> Nc1nc(-c2ccc(F)cc2)cc(C(F)(F)F)n1
  -3%	10	1%	6
> COc1ccc(NC(=O)c2cc3n(n2)C(C(F)(F)F)CC(c2ccc4c(c2)OCO4)N3)cc1OC (stereo not given)
  19%	4	-1%	-15
> N#CCC(=N)N1CCN(c2ccccc2Cl)CC1
  -3%[11.4 µM]	-11	-6%	8[1.84 µM]
> O=C1C2C3C=CC(C3)C2C(=O)N1c1ccccc1OS(=O)(=O)c1ccccc1 (stereo not given)
  nt	-3	0%	nt
> C[C@H]1C=C2C=C[C@H](C)[C@H](CC[C@@H]3C[C@@H](O)CC(=O)O3)[C@H]2[C@@H](OC(=O)[C@@H](C)CCO)C1
  19%	nt	4%	4
> CCC(=O)NCc1nc2ccccc2n1Cc1ccccc1F
  -20%	17	2%	5
> Cc1ccc(-c2nc3ncccn3c2Nc2ccc3c(c2)OCO3)o1
  nt	-119*	-5%	19
> Cc1ccc(C)c(-n2c(-c3ccc4c(c3)OCO4)n[nH]c2=S)c1
  ?	-15	-21%	0
> COc1ccc(NC(=O)C2CC(=O)OC2c2ccccc2)cc1 (stereo not given)
  nt	-4	-2%	nt
> O=C(COc1ccccc1Cl)NCc1ccco1
  3%	9	-2%	5
> CCOC(=O)c1cc(CC)sc1NC(=O)C1CC(=O)NN1Cc1ccccc1 (stereo not given)
  nt	15	-6%	-4
> COC(=O)c1ccc(C(NC(=O)OCc2ccccc2)/C(F)=C/[C@@H](C)C(=O)N(C)Cc2cccnc2)cc1 (stereo not given in full)
  7%	nt	-1%	nt
> N#Cc1c(C(F)(F)F)cc(-c2ccc(Cl)cc2)[nH]c1=O
  -10%	-8	-4%	-11
> CCCn1nnc(NC(=O)c2ccc(Br)cc2)n1
  -1%	?	-1%	1
> COc1ccc2nc3ccccc3nc2c1NC(=O)c1ccc(Br)cc1
  nt	45	24%	nt
> COc1ccc(N2CC(C(=O)OCC(=O)c3ccccc3)CC2=O)cc1 (stereo not given)
  8%	-19	-2%	1
> CC(=O)N1CCN(c2ccccc2NC(=O)COc2cc(C)ccc2C(C)C)CC1
  -1%[2.29 µM]	19	-5%	12
> CCOC(=O)c1nc2ccccc2s1
  -12%	?	-4%	12
> COC(=O)[C@@]1(Cc2ccccc2)C=C[C@@H](C)N1C(C)=O
  5%	nt	2%	nt
> O=C(NCc1cccnc1)NC(C(F)(F)F)C(F)(F)F
  -3%	?	-4%	14
> CCOC(=O)N1CCN(C(=O)CN2C(=O)COc3ccc(C(C)(C)C)cc32)CC1
  22%	-1	-4%	4
> CCOC(=O)c1sc2ncn(C(CC)C(=O)OC)c(=O)c2c1C (stereo not given)
  1%	-1	-3%	8
> CCOc1ccc(C2CC(c3ccccc3)Nc3nc(N)nn32)cc1 (stereo not given)
  32%[activator]	-19	-3%	5
> CCCCNCc1cc(Br)c(OCc2cccs2)c(OC)c1
  51%[activator]	0	-4%	7
> Cc1ccc(/C=N/NC(=O)c2ccoc2C)s1
  nt	-14	-3%	nt
> Cc1cccc(/C(N)=N/OC(=O)COc2ccccc2Cl)c1
  nt	20	4%	nt
> O=C(CNS(=O)(=O)c1cccs1)N1CCCC1
  1%	?	1%	-6
> COc1ccccc1CNc1nc2nc(C)c(C)c(=O)n2[nH]1
  2%	?	1%	-1
> CN1/C(=C\C=Nc2cc(S(=O)(=O)N3CCOCC3)ccc2N2CCOCC2)C(C)(C)c2ccccc21
  nt	?	-1%	5
> Cc1ccc(CNc2oc(-c3ccco3)nc2S(=O)(=O)c2ccccc2)cc1
  nt	-5	-5%	16
> CCCCc1c(C)c2cc(C)ccc2[nH]c1=O
  1%	51	9%	8
> COc1ccc(OCc2nc3c4c(ncn3n2)-c2ccccc2CC42CCCC2)cc1
  nt	11	0%	nt
> c1ccc(-c2ccc(-c3nc(-c4ccccn4)no3)cc2)cc1
  10%	8	-7%	8
> Cc1ccc(NC(=O)C2CCCNC2=O)nc1 (stereo not given)
  1%	?	-7%	4
> COc1cc(C(=O)OC(C)CN2CCOCC2)cc(OC)c1OC (stereo not given)
  -2%	?	-1%	?
> Cc1ccc(-c2ccc(CCC(=O)O)n2C(C)C)cc1
  -7%	24	-16%	5
> OC(COc1ccc(Cl)cc1)CN1CCCCC1 (stereo not given)
  10%	2	0%	5
> O=C(NCCCO)NC12CC3CC(CC(C3)C1)C2
  -1%	11	7%	1
> CCn1ccc2cc(OC)ccc2c1=S
  -22%	17	-11%	?
> O=C(CSc1ccc(-c2ccc(F)cc2)nn1)Nc1ccc2c(c1)OCCO2
  nt	?	1%	-7
> Cc1ccc(S(=O)(=O)N2CCCOC2CNC(=O)C(=O)NCc2ccco2)cc1 (stereo not given)
  nt	18	-1%	nt
> CCc1cccc(CC)c1NC(=S)N1CCn2cccc2C1c1cccnc1 (stereo not given)
  nt	?	6%	-2
> O=C(CNC(=O)c1ccco1)NCC(=O)OCc1cccc(Cl)c1
  -5%	-13	-5%	3
> CCOC(=O)N1CCN(C(=O)CSc2nnc(-c3ccc(C)c(C)c3)o2)CC1
  10%	-2	1%	2
> Cc1cc(C(=O)Nc2sc3c(c2C#N)CCC(C)C3)no1 (stereo not given)
  -3%	-3	-6%	-6
> CCCCCn1c(=O)[nH]c2cc(C(=O)NCCCN(CC)CC)ccc2c1=O
  0%	4	-4%	5
> O=C1NCC(O)=C1C=NCCCO
  -1%	0	-2%	3
> O=C(CSc1nnc2ccccn12)Nc1cccc(S(=O)(=O)N2CCOCC2)c1
  nt	-11	-1%	12
> O=C(Nc1ccc(F)cc1)c1ccccc1S(=O)(=O)c1ccccc1[N+](=O)[O-]
  nt	-19	-3%	nt
> Nc1ccn(-c2ccc(Cl)cc2)c(=O)c1
  -7%	-26	-1%	-7
> O=C(COC(=O)CCN1C(=O)c2ccccc2C1=O)Nc1ccc(S(=O)(=O)N2CCCC2)cc1
  2%	10	6%	16
> CCOc1ccccc1C(=O)Nc1ccc(S(=O)(=O)N2CCOCC2)cc1
  -5%	?	3%	4
> COc1ccc(NC(=O)N2CC[C@@]3(CCCN(C(=O)c4cc(C(F)(F)F)cc(C(F)(F)F)c4)C3)C2)cc1
  7%	nt	3%	nt
> COc1ccc(S(=O)(=O)n2cnc3cc(C)c(C)cc32)cc1
  9%	3	7%	4
> COc1ccc(-c2c(NC(C)=O)n(C)c3ccccc3c2=O)cc1
  -9%	21	0%	-2
> Cn1cc(/C=C2\SC(=O)N(c3ccccc3)C2=O)c2ccccc21
  nt	17	1%	-3
> Cc1cc(C)nc(NS(=O)(=O)c2ccc(NC(=O)c3cc(-c4ccccc4)nc4ccccc34)cc2)n1
  nt	?	-1%	nt
> C/C(=N\N1CCN(C2c3ccccc3-c3ccccc32)CC1)c1ccncc1
  54%[activator]	26	-5%	-18

Going on with the list:
Every second line gives: 15-hLO-2 inh	PNC assembly inh	12-hLO inh	IMPase cell inh
> COc1ccccc1CN1CC2(CCN(S(C)(=O)=O)CC2)C1
  0%	nt	1%	nt
> Cc1cc2oc(=O)cc(-c3ccccc3)c2c(C)c1-c1cccc(N)c1
  -19%[0.0915 µM]	nt	1%[0.00818 µM]	nt
> CCn1c(=O)cc(O)c2ccccc21
  0%	?	6%	8
> COc1cc(/C=N/NC(=O)c2ccc(CSc3nc4ccccc4[nH]3)cc2)cc(OC)c1OC
  nt	-85*	0%	nt
> CCOc1cccc(C2NC(=S)NC(C)=C2C(=O)Nc2ccccc2)c1 (stereo not given)
  nt	-24	-1%	nt
> COc1cc(/C=C\C(=O)NCc2ccc3[nH]c(C)cc3c2)cc(OC)c1OC
  nt	2	-3%	nt
> CCOc1ccc(C(=S)NC2CCCCC2)cc1
  ?	-14	-11%	6
> CC(Oc1cccc(Cl)c1)C(=O)Nc1cc(=O)n(C)c(=O)n1C (stereo not given)
  -13%	-24	-3%	18
> c1ccc(CCN2CN=C(Nc3nc4ccccc4o3)NC2)cc1
  10%	-12	-1%	-3
> O=C(O)CCn1c(SCc2cccc3ccccc23)nc2ccccc21
  8%	-25	-10%	-1
> NS(=O)(=O)c1ccc(NC(=O)CSc2ccc3ccccc3n2)cc1
  1%	-21	-5%	5
> CC(=O)c1cccc(NC(=O)/C(=C\c2ccco2)NC(=O)c2cccs2)c1
  -15%	-21	0%	-9
> CN(C(=O)CSc1nnc(-c2ccncc2)n1C)C1CCS(=O)(=O)C1 (stereo not given)
  3%	20	-2%	3
> COc1ccc(/C=N/NC(=O)c2cnccn2)cc1O
  nt	-15	0%	nt
> COc1cccc(/C=C(/C(=O)OCC(=O)NC2CCCC(C)C2C)c2ccccc2)c1 (stereo not given)
  nt	3	3%	nt
> C=CCSc1nnc2c(n1)OC=Nc1ccccc1-2
  -16%	?	-7%	5
> COCCN(C(=O)Cc1cccs1)C(C(=O)NCc1ccc(OC)cc1)c1ccc(OC)cc1 (stereo not given)
  -14%[11.4 µM]	13	-2%	9[1.84 µM]
> CCOCC(=O)N1CCN(c2ccc(F)cc2)CC1
  -2%	4	1%	-1
> Clc1ccc(OCc2nnc(-c3ccccc3Br)o2)c(Cl)c1
  0%	-18	-14%	11
> Cc1cccc(Nc2c([N+](=O)[O-])c(=O)n(C)c3ccccc23)c1
  nt	-2	-6%	nt
> C=CCN(CC=C)C(=S)NC(=O)c1ccc([N+](=O)[O-])cc1
  nt	-15	-4%	nt
> CCOC(=O)CSC1=C(C#N)C(c2ccc(C)s2)CC(=O)N1 (stereo not given)
  0%	-88*	2%	5
> Cc1ccc(NC(=O)c2cc(=O)c3ccccc3o2)c(C)c1
  nt	?	1%	-5
> CCN1CCc2c(sc(N)c2C#N)C1
  9%[2.29 µM]	3	0%	5
> Cc1ccc(CS(=O)(=O)CCC(=O)NCCCN2CCCC2=O)cc1
  2%	?	-3%	1
> COc1cc(C(=S)N2CCOCC2)cc(OC)c1OC(=O)c1cc([N+](=O)[O-])cc([N+](=O)[O-])c1
  -22%	20	-5%	1
> COc1cc(CN2CCC(C(=O)N3CCC(C)CC3)CC2)cc(Br)c1O
  -9%	-6	-4%	3
> Cc1oc(-c2ccc(Cl)cc2)nc1CN1CCCC(C(=O)NCc2ccccn2)C1 (stereo not given)
  40%[activator]	10	-3%	-10
> Cc1cc(OCCn2cnc3ccccc3c2=O)cc(C(C)C)c1
  nt	-8	-8%	nt
> O=C(CSc1nnc(CNc2ccc(F)cc2)n1Cc1ccccc1)NCc1ccccc1
  nt	-7	4%	?

Sorted by the number under IMPase cell inh (descending): 3 from the list above
Every second line gives: 15-hLO-2 inh	PNC assembly inh	12-hLO inh	IMPase cell inh
> CCOC(=O)CSC1=C(C#N)C(c2ccc(C)s2)CC(=O)N1 (stereo not given)
  0%	-88*	2%	5
> Cc1ccc(CS(=O)(=O)CCC(=O)NCCCN2CCCC2=O)cc1
  2%	?	-3%	1
> Cc1oc(-c2ccc(Cl)cc2)nc1CN1CCCC(C(=O)NCc2ccccn2)C1 (stereo not given)
  40%[activator]	10	-3%	-10

Some of the compounds tested; count on the stated rates, not on these rows.
